High-throughput results from PubChem BioAssay.
HKDC1 inhibitor: blocks human hexokinase HKDC1 activity; Q2TB90; recombinant HKDC1, G6PDH/diaphorase resazurin coupled fluorescence; inhibition, % at 20 µM; 0.16% of 340,000 active;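 active means inhibition above about 35% when tested at 20 µM, limit read from the data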;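 further: plate controls were DMSO wells with enzyme for no effect and DMSO wells lacking enzyme for full effect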
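Material: recombinant HKDC1 hexokinase; Amount: HKDC1 at 5 µg/mL; Medium: Tris pH 8.0 buffer with MgCl2, Tween-20, BSA, BME; Schedule: 90 min reaction incubation at room temperature, dark; Technique: coupled resazurin fluorescence, excitation 525 nm, emission 613 nm.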
PfGluPho inh: PfG6PD (Plasmodium falciparum) enzyme inhibition; PfGluPho enzyme, NADPH resazurin-diaphorase fluorescence; inhibition, % at 20 µM; 0.78% of 350,000 active;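 active means inhibition reaching at least a set limit at 20 µM in the primary screen, cut at about 59% in these data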;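 further: 0% = DMSO wells with substrate and 100% = DMSO wells lacking glucose-6-phosphate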
UBC13 inh: blocks human UBC13 polyubiquitin chain formation; inhibition, % at 20 µM; AID 485273; TR-FRET; 0.47% of 330,000 active; in the data active means inhibition above about 45%, passing the limit was not always enough
SENP7 inh: SENP7 protease inhibition | Q9BQF6 | recombinant SENP7, Z-RLRGG-aminoluciferin luminescence, 40 min | inhibition, % at 5 µM | 1.5% of 330,000 active | AID 434973;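 active means inhibition above about 50% at the single test dose, limit read from the data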;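 further: plate controls were DMSO with enzyme for no effect and no enzyme buffer wells for full effect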
Target sequence (Q9BQF6 706-1050 limits assumed): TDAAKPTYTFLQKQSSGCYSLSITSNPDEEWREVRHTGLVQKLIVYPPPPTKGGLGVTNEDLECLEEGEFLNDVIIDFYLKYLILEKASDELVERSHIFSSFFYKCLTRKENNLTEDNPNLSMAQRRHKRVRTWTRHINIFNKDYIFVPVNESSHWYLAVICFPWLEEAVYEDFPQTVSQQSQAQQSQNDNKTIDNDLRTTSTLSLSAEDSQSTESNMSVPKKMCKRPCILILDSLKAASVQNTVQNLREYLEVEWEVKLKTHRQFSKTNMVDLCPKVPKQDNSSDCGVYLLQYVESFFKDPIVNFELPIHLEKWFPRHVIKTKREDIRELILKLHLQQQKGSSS
SENP6 block: blocks the human protease SENP6; inhibition, % at 10 µM; Recombinant SENP6 catalytic domain, aminoluciferin luminescence; Q9GZR1; 1.8% of 330,000 active;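 active means inhibition above about 50% at the single tested dose, limit read from the data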;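 further: plate controls were DMSO wells with enzyme for no effect and DMSO wells lacking enzyme for full effect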
Target sequence (Q9GZR1 628-1112 limits assumed): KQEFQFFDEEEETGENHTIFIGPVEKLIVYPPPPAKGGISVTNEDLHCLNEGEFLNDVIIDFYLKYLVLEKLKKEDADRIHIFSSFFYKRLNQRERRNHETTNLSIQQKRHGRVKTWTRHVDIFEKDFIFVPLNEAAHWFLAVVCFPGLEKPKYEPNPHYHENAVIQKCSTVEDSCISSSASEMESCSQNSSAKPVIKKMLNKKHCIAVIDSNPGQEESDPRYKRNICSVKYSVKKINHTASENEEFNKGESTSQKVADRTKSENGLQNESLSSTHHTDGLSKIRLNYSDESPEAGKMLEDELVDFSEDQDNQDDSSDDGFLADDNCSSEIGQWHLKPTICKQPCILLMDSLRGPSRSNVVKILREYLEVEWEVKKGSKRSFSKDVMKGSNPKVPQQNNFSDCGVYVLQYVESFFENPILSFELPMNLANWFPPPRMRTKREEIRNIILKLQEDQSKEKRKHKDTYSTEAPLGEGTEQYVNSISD
SENP8 block-1: blocks the human protease SENP8. Q96LD8. purified SENP8, Z-RLRGG-aminoluciferin cleavage, luminescence. inhibition, % at 10 µM. 1.2% of 330,000 active. AID 2540; in the data active means inhibition above about 50%
Target sequence (Q96LD8 whole entry, looked up): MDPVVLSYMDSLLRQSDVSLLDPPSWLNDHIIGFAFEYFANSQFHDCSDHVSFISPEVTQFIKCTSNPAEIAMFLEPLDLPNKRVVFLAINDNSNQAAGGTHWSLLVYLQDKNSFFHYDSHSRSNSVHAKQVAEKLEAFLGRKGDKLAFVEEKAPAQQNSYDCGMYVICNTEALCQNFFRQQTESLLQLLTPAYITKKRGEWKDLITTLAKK
SENP8 block-2: inhibitors of human SENP8 protease; Q96LD8; recombinant SENP8, Nedd8 substrate fluorescence; inhibition, % at 20 µM; 0.64% of 360,000 active; AID 602440; in the data active means inhibition mostly above about 40%, no sharp cut-off; inactive means mostly below about 27%
SENP1 FRET inh: SENP1 (human) catalytic domain inhibition; inhibition, % at 10 µM; recombinant SENP1 catalytic domain, CyPet-SUMO1-YPet FRET cleavage; 0.21% of 360,000 active;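 active means inhibition at least 30% at 10 µM, raw YFP signal under a set limit, fluorescence ratio 0.5 to 1.5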;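 further: 0% = enzyme with DMSO and 100% = no enzyme wells; some results filed as inactive read as strong as hits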
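Test system: hSENP1 catalytic domain, recombinant; Amount: 20 pM final SENP1 enzyme; Medium: Tris pH 8 buffer plus EDTA, NaCl, BME, BSA, NP40, catalase; Schedule: 50 min enzyme reaction, room temperature, light-protected; Technique: FRET fluorescence in CFP and YFP emission channels; Controls: no-enzyme wells low, DMSO-plus-enzyme wells high control.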
MIN6 prolif: MIN6 beta-cell proliferation induction; MIN6 cells proliferation, ATPlite luminescence, 48 h; cells starved in 0.2% serum; 100% = growth in 10% serum; proliferation, % at 10 µM; 0.29% of 330,000 active;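 active means compounds whose signal lies at least 3.5 SD above the mean of all wells on their plate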;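 further: 0% = DMSO-treated cells in low-serum medium and 100% = 10% serum control; some compounds called inactive have numbers as strong as hits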
The depositor's hits bear a star; i = inactive; / = no result given.

SMILES | HKDC1 inhibitor | PfGluPho inh | UBC13 inh | SENP7 inh | SENP6 block | SENP8 block-1 | SENP8 block-2 | SENP1 FRET inh | MIN6 prolif
OC(CNC1CCCc2ccccc21)COc1ccc2ccccc2c1 (stereo not given) | -4 | -4 | 24 | -15 | 2 | -12 | 14 | -1 | -6
O=[N+]([O-])c1cccc(S(=O)(=O)N2CCCCC2c2cccnc2)c1 (stereo not given) | 4 | 1 | 6 | -6 | 17 | 2 | 20 | 1 | 0
COc1ccc(-c2nnc(SCc3ccccc3F)o2)cc1OC | -4 | -11 | 1 | 2 | 4 | 0 | 24 | 4 | 3
C/C(=N/NC(=O)c1ccc(Br)o1)c1ccc(C)o1 | -6 | 10 | -2 | -9 | -22 | -10 | -4 | -2 | 4
Cc1ccc(OCCCC(=O)Nc2ccc(S(=O)(=O)Nc3cc(C)on3)cc2)cc1 | 7 | -4 | -4 | 0 | -1 | 6 | 13 | 2 | 0
COc1cc(/C=N/NC(=O)c2ccc(O)cc2)ccc1Oc1ccc([N+](=O)[O-])cn1 | -3 | -7 | -8 | 2 | 5 | -2 | 29 | -1 | -1
CCOc1ccc(NS(=O)(=O)c2ccc3c(c2)N(C(C)=O)CC3)cc1 | -1 | -25 | 10 | 9 | -11 | 0 | 10 | 1 | -1
CC(C)NS(=O)(=O)c1ccc(OCC(=O)NCC2CCCO2)c(Cl)c1 (stereo not given) | -4 | -15 | -3 | 5 | -4 | 2 | 12 | -2 | -2
CC(=O)Oc1ccccc1C(=O)Oc1ccccc1C(=O)O | -6 | -7 | -2 | 5 | 4 | -3 | 7 | -3 | -5
COc1ccc(N(CC(=O)N/N=C/c2ccco2)S(=O)(=O)c2ccccc2)cc1Cl | -4 | -1 | 7 | 0 | -2 | 5 | 13 | -1 | -3
COC(=O)c1ccc(N2CCN(C)CC2)c(NC(=O)COc2cccc(C)c2)c1 | -5 | -1 | -3 | 2 | 3 | 6 | -1 | 2 | 1
CCOC(=O)C1CCCN(C(=O)c2ccccc2[N+](=O)[O-])C1 (stereo not given) | -9 | 3 | -8 | -4 | -4 | -17 | 9 | 2 | -2
COc1ccc(C)cc1NC(=O)CCS(=O)(=O)c1cc2c(cc1Cl)NC(=O)CO2 | -3 | -15 | -6 | 4 | -13 | -7 | 3 | 3 | -1
Cc1ccn(S(=O)(=O)c2ccc3oc(=O)ccc3c2)n1 | -3 | 3 | 4 | 10 | 34 | 3 | 11 | 2 | 0
CCN1CCN(S(=O)(=O)c2ccc(S(=O)(=O)NC3CC3)cc2)CC1 | -2 | -2 | 4 | -6 | 21 | 3 | 1 | -1 | 1
CN(C)CCCN(C(=O)c1ccco1)c1nc2c(F)cccc2s1 | -8 | 5 | 2 | 0 | 14 | 0 | -6 | 1 | -4
Cc1ccc(-n2nc3c(c2NC(=O)c2ccc(F)c(F)c2)CS(=O)(=O)C3)cc1 | -4 | -4 | -4 | -4 | 11 | 3 | 3 | 2 | -1
COc1ccc(CNC(=O)CN2CCN(S(=O)(=O)c3ccccc3)CC2)cc1 | 1 | -13 | -7 | -1 | -3 | 8 | 3 | 0 | -2
COCCn1c(-c2cc(OC)c(OC)c(OC)c2)nc2oc3ccccc3c(=O)c2c1=O | -2 | -10 | -3 | 8 | -13 | 3 | -63 | 2 | -3
COc1ccc(C)cc1NC(=O)COC(C)=O | -6 | -3 | -7 | 6 | -8 | -6 | 8 | 3 | 1

Five entries drawn at random from those above:
SMILES | HKDC1 inhibitor | PfGluPho inh | UBC13 inh | SENP7 inh | SENP6 block | SENP8 block-1 | SENP8 block-2 | SENP1 FRET inh | MIN6 prolif
COc1ccc(CNC(=O)CN2CCN(S(=O)(=O)c3ccccc3)CC2)cc1 | 1 | -13 | -7 | -1 | -3 | 8 | 3 | 0 | -2
Cc1ccn(S(=O)(=O)c2ccc3oc(=O)ccc3c2)n1 | -3 | 3 | 4 | 10 | 34 | 3 | 11 | 2 | 0
COCCn1c(-c2cc(OC)c(OC)c(OC)c2)nc2oc3ccccc3c(=O)c2c1=O | -2 | -10 | -3 | 8 | -13 | 3 | -63 | 2 | -3
CCOC(=O)C1CCCN(C(=O)c2ccccc2[N+](=O)[O-])C1 (stereo not given) | -9 | 3 | -8 | -4 | -4 | -17 | 9 | 2 | -2
COc1ccc(C)cc1NC(=O)COC(C)=O | -6 | -3 | -7 | 6 | -8 | -6 | 8 | 3 | 1

Carrying on:
SMILES | HKDC1 inhibitor | PfGluPho inh | UBC13 inh | SENP7 inh | SENP6 block | SENP8 block-1 | SENP8 block-2 | SENP1 FRET inh | MIN6 prolif
NC1=NC(c2ccc(Cl)cc2)N(c2ccc(S(N)(=O)=O)cc2)C(N)=N1 (stereo not given) | 7 | -9 | 9 | 2 | 0 | 4 | 22 | 0 | -4
CCC(O)(C#CCN1CCCCC1)CC | 8 | -13 | 5 | -3 | -2 | -1 | 11 | 2 | 2
CN1CCCC2(CCCN(Cc3nc(Cc4cccc(C(F)(F)F)c4)no3)C2)C1 (stereo not given) | -2 | -14 | 7 | -8 | 23 | -4 | 6 | 1 | -5
CC(=O)Oc1ccc2c(C)cc(=O)[nH]c2c1 | -1 | 3 | 12 | -5 | -12 | 6 | -315 | 0 | -2
C/C(=N\NC(=O)c1cc(-c2cccc(OC(C)C)c2)nc2ccccc12)c1cccnc1 | 4 | 14 | 6 | 1 | -6 | 4 | -153 | 1 | -3
CC(=O)NCc1cn2c(C)csc2n1 | -8 | 4 | -3 | -8 | -6 | 2 | 18 | 0 | 0
CCC1CCc2c(n(C)c3ccccc3c2=O)O1 (stereo not given) | -15 | -3 | 10 | 8 | -11 | 9 | -7 | 4 | 0
COc1ccc2nc(NC(=O)CCNC(=O)c3ccco3)sc2c1 | -4 | -5 | -4 | 8 | 16 | -1 | 14 | 4 | -2
COc1cccc(-c2cc(C(=O)N3CCOCC3)no2)c1 | 8 | -14 | 0 | 24 | 31 | 3 | 12 | 2 | -3
CN(CC(=O)Nc1ccccc1Br)C(=O)CCC1CCCC1 | -4 | 12 | 8 | 2 | -4 | 5 | 8 | 2 | -2
COc1ccc(CNCC(=O)Nc2cc(C)nn2-c2nc(C)cc(C)n2)cc1OC | -2 | 3 | 7 | 0 | 42 | -1 | / | / | -2
COc1ccc(OCC(N)=O)cc1 | -6 | -5 | -7 | 1 | 1 | 9 | 11 | 2 | 0
COc1ccccc1N1CCN(S(=O)(=O)c2ccc3c(c2)NC(=O)C(C)S3)CC1 (stereo not given) | 11 | 8 | 9 | 4 | 9 | 3 | 14 | 1 | -2
COc1ccccc1NC(=O)c1sc2ncn(Cc3cccc(C)c3)c(=O)c2c1C | 0 | -8 | 17 | 6 | 14 | -3 | -8 | -23 | -3
NCC1OC(n2cnc3c(N)ncnc32)CC1O (stereo not given) | -4 | -7 | / | / | / | / | -1 | 0 | /
CCc1noc(C)c1C(=O)Nc1cc(S(=O)(=O)N2CCCCC2)ccc1N(C)C | -2 | 1 | 2 | 0 | 5 | -10 | 6 | 0 | -3
COCCn1c(SCC(=O)Nc2nc3ccccc3s2)nnc1-c1ccoc1C | -4 | -5 | 0 | 9 | 13 | 2 | 21 | 1 | 0
NS(=O)(=O)c1cccc(NC(=S)NC(=O)C23CC4CC(CC(C4)C2)C3)c1 | 1 | 14 | 10 | 0 | -9 | -1 | 13 | 1 | 0
O=C(c1cc(-c2cccs2)on1)N1CCN(c2ccc(F)cc2)CC1 | 10 | 10 | 17 | 3 | 4 | 1 | 13 | 0 | -5
CC(C)(C)[C@H](N)C(=O)N[C@H]1CCC2C3CC=C4C[C@@H](O)CC[C@]4(C)C3CC[C@@]21C (stereo not given in full) | 3 | 5 | 18 | -3 | 21 | 5 | 4 | -3 | -6
Cc1nc(N2CCCC2C(=O)O)c2oc3ccccc3c2n1 (stereo not given) | -7 | 2 | -2 | 1 | 2 | 7 | -5 | 0 | -3
CCN(CC)c1ccc(-c2nnc(SCC(=O)N(CCOC)c3c(N)n(CC(C)C)c(=O)[nH]c3=O)o2)cc1 | -4 | -2 | -23 | 6 | 1 | 6 | i | -4 | 0
Cc1cccc2c(CCNC(=O)c3ccc([N+](=O)[O-])cc3)c[nH]c12 | 12 | -4 | -4 | 2 | -7 | -9 | 15 | 0 | -3
CN1CCOC(=O)/C1=N/Nc1cc(Cl)ccc1Cl | -2 | -7 | 4 | -2 | -30 | 0 | 17 | 2 | -4
CN(C1CCCCC1)S(=O)(=O)CCNC(=O)c1ccccc1 | 4 | -9 | 4 | 3 | -4 | -1 | 16 | 2 | -2
COCCn1c(=O)[nH]c2cc(C(=O)N3CCN(c4cccc(Cl)c4)CC3)ccc2c1=O | -3 | 20 | -6 | -8 | -28 | -6 | 0 | 0 | -2
CCOCCCn1c(=S)[nH]c2cc(C(=O)N3CCC(C(N)=O)(N4CCCCC4)CC3)ccc2c1=O | -2 | -2 | -10 | 12 | 12 | 1 | 3 | 1 | 2
COc1ccc(S(=O)(=O)n2[nH]c(=O)c(CCO)c2C)cc1 | 2 | 2 | 1 | -9 | -16 | -11 | 10 | -1 | 0
COc1ccccc1N1CCN(C2CCCN(C(=O)CCc3c(C)noc3C)C2)CC1 (stereo not given) | -4 | -8 | -6 | -12 | 2 | -3 | 12 | 0 | 2
CCOc1cc(/C=N/NC(=O)c2cc(-c3ccccc3)nc3ccccc23)ccc1O | 3 | -4 | -9 | -1 | 20 | 6 | 1 | 2 | -5
O=C(COC(=O)CNC(=O)c1ccccc1F)Nc1nnc(-c2ccccc2)o1 | -3 | -4 | -6 | -2 | 6 | 1 | -13 | 0 | -4
COC(=O)c1sccc1S(=O)(=O)NCc1ccc(S(N)(=O)=O)cc1 | -6 | 0 | -6 | -5 | 8 | 3 | 7 | 0 | -2
CCN(CCNS(=O)(=O)c1ccc2[nH]c(=O)sc2c1)c1ccccc1 | 13 | -51 | 4 | 4 | 0 | 5 | 15 | 1 | 6
COc1ccc(CN(C)C(C)C(=O)Nc2ccc(S(=O)(=O)N3CCCC3)cc2)c(OC)c1OC (stereo not given) | / | / | -1 | 6 | -3 | 1 | / | / | -4
S=c1nc2ccccc2c2nc(-c3cccnc3)[nH]n12 | 9 | 4 | 59* | 9 | -25 | -1 | 17 | 4 | -4
Cc1cc(C)n2c(SCC(=O)N(C)C3CCCCC3)nnc2n1 | 2 | -3 | 6 | 6 | -17 | 3 | -36 | 1 | 0
CN=C1SC(CC(=O)Nc2ccc(F)cc2F)C(=O)N1/N=C(\C)c1cccc(OCC(=O)O)c1 (stereo not given) | -9 | 4 | 9 | 11 | -8 | -1 | 24 | 3 | -3
CCN(/C=N/c1sc2c(c1C#N)CC(C)(C)NC2(C)C)CC | -10 | -8 | 4 | 5 | 3 | -4 | 13 | -1 | -1
CCN1/C(=C2/SC(=S)N(NC(C)=O)C2=O)Sc2ccc(OC)cc21 | 0 | 5 | -51 | 10 | -6 | -12 | 8 | -36 | -1
O=C(c1ccco1)N(Cc1ccc(Cl)cc1)Cc1ccco1 | -1 | -25 | 4 | -3 | 15 | 3 | 25 | -1 | 0
COCCNc1c(-c2cc3ccc(C)c(C)c3[nH]c2=O)nc2ccccn12 | 2 | -4 | -13 | -9 | -2 | -11 | -16 | -1 | -4
O=C(O)CSc1nc(-c2cccs2)cc(C(F)(F)F)n1 | -9 | -26 | -10 | -4 | -7 | -2 | 12 | 0 | -1
O=C(CSc1nc2ccccc2o1)NCCOc1ccccc1 | 13 | -3 | 8 | -2 | -11 | 8 | 9 | 1 | -2
CC(=O)c1ccc(NC(=O)CN2c3cccc4cccc(c34)S2(=O)=O)cc1 | 2 | 12 | -1 | 6 | -4 | 2 | -468 | -1 | -1
